IDE act – boosts human insulin-degrading enzyme activity in HEK cells; 340,000 compounds, 0.073% hits; FAbeta-B cleavage, fluorescence polarization; 0% vehicle, 100% cell-free pure enzyme wells; P14735; activation, % at 5.96 µM;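 active means activation above the mean of all tested compounds plus 3 SD, set per screening campaign, cut at about 17% in these data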
CRFR2-BP antag – CRF-BP/CRF-R2 complex antagonism. HEK293 CRF-R2/CRF-BP, CRF-induced calcium fluorescence. inhibition, % at 11.8 µM. 350,000 compounds, 0.59% hits. AID 588475;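 active means inhibition of the ligand-induced calcium signal above about 50% at the single tested concentration, limit read from the data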
pCIP destab – lowers stability of the mouse p/CIP coactivator protein; F442A p/CIP-EGFP cells, EGFP fluorescence, 16 h; AID 1984; Q05BA5; decrease of EGFP signal, % at 10 µM; 290,000 compounds, 0.01% hits;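 active means EGFP signal decrease of at least 30% at 10 µM or well 3 SD below plate mean, unless failing retest; inactive means the rest, including hits failing retest or dose response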; further: some compounds called inactive have numbers as strong as hits; many of its hits are not listed in these tables
IDE cell inh – inhibitors of human insulin-degrading enzyme in cells; P14735; HEK cells, FAbetaB cleavage, fluorescence polarization; inhibition, % at 5.59 µM; 320,000 compounds, 0.41% hits;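 active means percent inhibition above the average of all tested compounds plus 3 SD, set per screening campaign, cut at about 16% in these data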;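 further: IDE supplied by intact live HEK cells; FP after avidin binding of uncleaved biotin substrate so inhibition keeps polarization high; 0% = DMSO wells and 100% = 60 µM reference IDE inhibitor Ii1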
IMP-1 inhibitor – inhibitors of Pseudomonas aeruginosa IMP-1 metallo-beta-lactamase | inhibition, % at 5.6 µM | AID 1556 | purified IMP-1, nitrocefin hydrolysis, epi-absorbance fluorescence | 290,000 compounds, 0.45% hits;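 active means inhibition above the mean plus 3 SD of all compounds in the same screening run, cut at about 4.5% in these data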;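 further: 0% = IMP-1 with DMSO and 100% = DMSO wells lacking enzyme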
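assay system = purified recombinant IMP-1 metallo-beta-lactamase enzyme | schedule = 15 min preincubation plus 25 min reaction at 25 °C | signal = Epi-absorbance fluorescence, 480 nm excitation, 530 nm emission | read-out basis = percent inhibition from optical density relative to buffer-blank wells | controls = IMP-1 with DMSO as 0%, enzyme-free DMSO as 100%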
NS3 helicase inh – HCV NS3 helicase inhibition. inhibition, % at 10.9 µM. NS3 helicase DNA unwinding, Cy5 molecular beacon fluorescence. 290,000 compounds, 0.56% hits;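 active means inhibition above the mean of all tested compounds plus 3 SD, set per campaign, cut at about 35% in these data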;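 further: 0% = DMSO wells and 100% = thioflavine S control wells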
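Material: hepatitis C virus NS3 helicase domain fragment enzyme; measured by: Cy5 fluorescence, 0 and 60 min reads; control set: DMSO and thioflavine S; incubation: 60 min unwinding reaction at 25 °C after ATP addition; read-out basis: % inhibition from 60/0 min fluorescence ratio, DMSO 0%, thioflavine S 100%; repeats: singlicate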
SUMO HTRF inh – SUMOylation inhibition. inhibition, % at 35 µM. HTRF SUMOylation assay, SAE1/SAE2 + UBC9, in vitro. 290,000 compounds, 0.36% hits; in the data active means inhibition above about 50%, passing the limit was not always enough; further: strong numbers were not always called active
Target sequence (P63279 whole entry, looked up): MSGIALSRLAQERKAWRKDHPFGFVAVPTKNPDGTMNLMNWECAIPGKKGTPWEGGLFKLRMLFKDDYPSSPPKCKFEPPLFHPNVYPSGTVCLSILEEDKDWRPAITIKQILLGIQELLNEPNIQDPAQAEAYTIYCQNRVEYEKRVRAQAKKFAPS
GalR3 antag – blocks the human galanin receptor 3; O60755; HEK293 GalR3-CNG cAMP membrane potential fluorescence; galR3 body fused to GalR1 C-terminus; inhibition, % at 3 µM; 360,000 compounds, 0.44% hits; AID 651719;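 active means inhibition above the screen-wide average plus 3 SD, cut at about 13% in these data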;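 further: forskolin and galanin both at EC90 stimulate the cells; cAMP rise reported by CNG channel membrane potential dye signal; 0% = forskolin plus galanin with DMSO and 100% = forskolin alone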
Target sequence (O60755 1-299 limits assumed): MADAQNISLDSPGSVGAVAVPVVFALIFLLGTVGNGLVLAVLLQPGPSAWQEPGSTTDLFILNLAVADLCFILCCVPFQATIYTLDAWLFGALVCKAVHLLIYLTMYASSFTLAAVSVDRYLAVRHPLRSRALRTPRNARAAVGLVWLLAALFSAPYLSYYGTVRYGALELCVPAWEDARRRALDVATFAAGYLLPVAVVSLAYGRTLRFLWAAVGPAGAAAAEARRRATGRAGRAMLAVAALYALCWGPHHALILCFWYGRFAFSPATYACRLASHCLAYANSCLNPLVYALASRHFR
VIM-2 inh – inhibitors of Pseudomonas aeruginosa VIM-2 metallo-beta-lactamase; inhibition, % at 5.6 µM; 290,000 compounds, 0.89% hits; purified VIM-2, nitrocefin hydrolysis, epi-absorbance fluorescence;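 active means inhibition above the mean of all tested compounds plus 3 SD, cutoff set per screening run, cut at about 7.5% in these data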;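 further: red hydrolysis product quenches plate fluorescence so inhibitors raise well fluorescence; 0% = enzyme with DMSO and 100% = DMSO without enzyme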
An asterisk follows results filed as active; . = no result given.

compound	IDE act	CRFR2-BP antag	pCIP destab	IDE cell inh	IMP-1 inhibitor	NS3 helicase inh	SUMO HTRF inh	GalR3 antag	VIM-2 inh
Cc1ccc(NC(=S)N2CCN(Cc3ccccc3)CC2)c(C)c1	6	-9	7	3	-3.8	-8	1	4	-3.0
C[N+]1(CC2COC3(CCCCC3)O2)CCCCC1 (stereo unspecified)	7	16	-12	-1	1.0	-9	1	0	-0.9
O=C(CSc1nc(=O)n2cc(Cl)ccc2n1)Nc1ccc2c(c1)OCO2	0	-4	.	1	.	.	.	0	.
CCOc1cc(/C=N/NC(=O)NN(C)c2ncc(C(F)(F)F)cc2Cl)ccc1O	7	-7	3	-6	-0.6	-10	-10	-1	-5.2
COCCN(C(=O)CCC(=O)Nc1cc(C)on1)C(C(=O)NC(C)(C)C)c1cccc(OC)c1OC (stereo unspecified)	-5	-4	-14	4	-2.6	1	11	-9	-3.4
CN(Cc1cnn(Cc2ccccc2)c1)C(=O)CN=C1NS(=O)(=O)c2ccccc21	3	0	.	0	.	.	.	-2	.
Cc1cccc(-c2cc3c(nn2)-c2ccccc2C3=O)c1	-1	-14	-11	6	-3.7	0	9	-4	-1.2
COc1cc(NC(=O)/C=C/c2ccccc2)c(C(=O)O)cc1OC	7	-5	4	6	-1.0	7	13	0	-2.3
CCSc1nc(N)c2c3c(sc2n1)CCC3	-1	-4	3	12	-0.7	1	20	-7	-2.2
Cc1c(C(=O)O)sc2[nH]c(=O)n(Cc3ccccc3)c(=O)c12	-4	5	3	-2	-2.0	13	-4	-8	-2.2
CCCn1c(/N=C/c2c[nH]c3ccccc23)nc2ccccc21	3	-31	-2	-3	-2.7	8	-15	-12	-1.3
C=CCC(C(=O)OC)(C(=O)OC)c1ccc([N+](=O)[O-])cn1	-1	19	-3	5	-2.9	3	20	-6	-0.9
CCCCC(=O)Nc1nnc(S(=O)(=O)N2CCCCCC2)s1	4	-3	-20	3	-2.0	8	.	-5	-9.7
CCOc1cc(N2CCOCC2)c(OCC)cc1NCC(=O)N1CCN(Cc2ccccc2)CC1	2	7	-10	0	0.7	13	18	5	0.4
Cc1ccnc(NC(=O)CCC(=O)N(CC(=O)NC2CCCCC2)CC2CCCO2)c1 (stereo unspecified)	4	13	-8	-2	-2.7	9	17	-2	-2.3
CC(C)(C)n1nc2c(c1NC(=O)c1ccc([N+](=O)[O-])cc1)CS(=O)(=O)C2	1	-8	12	11	-3.4	-2	-4	-7	-7.1
CN(CC(=O)NC1CCCCC1)S(=O)(=O)c1ccc(Br)s1	5	-3	-24	-1	-3.1	-1	5	-1	-0.7
Cc1cc(C)n(-c2cc(N3CCN(C(=O)c4ccccc4C)CC3)ccc2[N+](=O)[O-])n1	7	-16	.	0	-1.9	-12	.	-1	-0.9
Cc1ccccc1C(=O)Nc1cccc(NC(=O)Cn2cnc3c(=O)n(C)c(=O)n(C)c32)c1	3	7	4	0	-3.2	5	6	.	-6.9
CSc1ccccc1NC(=O)Cc1ccccc1[N+](=O)[O-]	6	5	-2	-3	-1.3	-11	-12	-5	-2.4
O=C(CN(c1ccccc1)S(=O)(=O)c1ccc(F)cc1)NCc1cccs1	1	2	.	1	.	.	.	-5	.
O=C(CCc1nc2ccccc2c(=O)[nH]1)OCC(=O)N1CCN(S(=O)(=O)c2ccccc2)CC1	0	-9	-7	8	-2.7	1	3	0	-3.4
O=[N+]([O-])c1ccc(Cl)c(S(=O)(=O)/N=C(/Nc2cccnc2)c2ccccc2)c1	5	5	.	10	.	.	.	-4	.
Cc1cc(OCC(=O)Nc2cnn(CCCC(=O)O)c2)ccc1[N+](=O)[O-]	7	48	18	-1	-2.9	2	1	-5	-3.2
O=C1CN(C(=O)Cn2ncc(Cl)c(Cl)c2=O)c2ccccc2N1	-6	-1	-22	.	-3.9	-4	14	-1	-2.4
Cc1cc(NC(=O)c2ccc3c(c2)C(=O)N(C)C3=O)no1	-1	-11	-13	5	0.2	7	32	-3	-2.4
CC(C)CNc1nc(N)c([N+](=O)[O-])c(NCc2ccccc2)n1	-1	-3	2	7	-1.3	-1	14	-5	-1.2
CN1CCc2c(n(CC(O)CNCc3ccccc3)c3ccccc23)C1=O (stereo unspecified)	-4	-2	5	-2	-2.4	-2	-7	-10	-1.4
O=C(NCc1ccccc1F)C1CCC(=O)N(Cc2ccc(Cl)cc2)C1 (stereo unspecified)	7	0	-3	-5	-1.6	1	10	-9	-0.5
Nn1c(SCc2ccc(Br)cc2)nnc1-c1cccnc1	-2	-9	3	2	-1.4	4	13	1	-1.7
CCN(CC)C(=O)C1CCCN(Cc2cccc(Oc3ccccc3)c2)C1 (stereo unspecified)	0	1	-26	2	-4.2	-14	-10	-7	-2.6
COc1ccc2c(c1OC)C(=O)N1C2SC[C@H]1C(=O)NCCC(C)C (stereo partly specified)	2	2	3	5	-3.3	-8	5	-7	-1.2
O=C(NCc1ccco1)C(c1ccccc1)N(C(=O)Cc1cccs1)c1ccccc1F (stereo unspecified)	2	3	-17	0	-2.1	9	-9	-4	0.7
NC(=O)c1ccccc1NC(=O)CSC1=NCCS1	3	12	-2	-1	-1.6	5	8	1	6.5
Cc1[nH]nc(SCC(=O)NCCc2ccccc2)c1[N+](=O)[O-]	1	14	17	3	-3.9	6	-1	-6	-3.4
CCCCn1c(N)c(N(CCOC)C(=O)COC(=O)COc2cc(C)c(Cl)cc2C(C)C)c(=O)[nH]c1=O	5	-13	.	-9	.	.	.	0	.
C/C(=N\Nc1nc2ccccc2s1)c1ccc2c(c1)OCO2	1	-17	6	-2	-3.3	-12	-14	-10	-3.8
COc1cccc(OCC(O)CO)c1 (stereo unspecified)	-2	-5	-11	1	-1.4	-7	20	1	-1.6
O=C(Nc1ccccc1C(=O)N1CCCCCC1)c1ccccc1	-5	-1	-23	2	-2.7	8	14	-3	-3.9
CC(=O)c1ccc(NC(=O)CCc2nnc3ccc(N4CCCC4)nn23)cc1	3	5	1	1	-1.9	3	10	-5	1.6
COc1cccc(Oc2cc(Cl)nc(N)n2)c1	10	-4	1	3	-1.7	6	-2	-10	-2.6
COc1cc(/C=C/C(=O)Nc2ccc(N3CCCCC3)c(S(=O)(=O)Nc3ccccc3Cl)c2)cc(OC)c1OC	2	5	-3	-3	-0.2	4	6	-2	-1.3
COC(CNC(=O)CC1C(=O)N(Cc2ccccc2)C(C)c2nc3ccccc3n21)OC (stereo unspecified)	5	6	7	6	-2.6	5	-6	-5	-2.2
Clc1cccc(Nc2nc(-c3cccnc3)cs2)c1	-13	-13	-9	2	-3.2	0	13	2	-5.2
Cc1ccc(N(C(=O)c2ccn[nH]2)C(C(=O)NC2CCCC2)c2cccs2)cc1 (stereo unspecified)	.	.	-15	0	-3.4	-12	4	-4	-1.5
COc1ccc(/C=C/C(=O)OCC(=O)N2CC(=O)Nc3ccccc32)cc1	7	-12	-2	4	-0.7	-5	10	0	-2.4
CC1(C)CC(=O)C2(CC3=C(CC(C)(C)CC3=O)O2)C(=O)C1	-6	4	5	13	-4.0	5	-3	-2	-0.5
COc1ccc(Cl)cc1NC(=O)NCC1CCN(Cc2cc(C)ccc2C)CC1	2	-10	-4	-5	-1.2	-82	22	-12	-2.1
O=C(OCc1nnc(-c2ccc(Cl)cc2)o1)c1ccc(O)cc1	2	18	-6	6	-0.6	4	6	-6	-1.2
COc1ccc(-c2ccc(S(=O)(=O)N3CCOCC3)cc2)cc1	-1	14	0	5	-2.6	-3	11	.	-2.6
Nc1ccccc1C#Cc1cnccn1	3	-3	.	3	.	.	.	-3	.
CCN(CC(=O)Nc1c(F)cccc1F)C(=O)C1=COCCO1	0	3	.	4	.	.	.	-1	.
CN(C(=O)COC(=O)C1CCN(S(=O)(=O)c2c(Cl)cccc2Cl)CC1)c1ccccc1	-7	4	.	0	.	.	.	1	.
Cc1ccccc1C(=O)N1CCC(C(=O)N2CCN(c3ncccn3)CC2)CC1	3	-5	.	4	.	.	.	-4	.
N#Cc1c(N)n(-c2ccccc2N)c2nc3ccccc3nc12	4	19	-4	1	-3.2	12	31	1	-3.0
CC(C)N(C(=O)Cn1cnc2cc([N+](=O)[O-])ccc2c1=O)C(C)C	.	.	-7	0	0.8	6	0	.	0.0
O=c1c2ccccc2nc2n1C(CSc1ccc(F)cc1)CN2 (stereo unspecified)	-3	-10	-1	8	-2.1	-3	-26	0	-5.4
C=CCOC(=O)C1=C(C)NC(=S)NC1c1cccs1 (stereo unspecified)	2	-7	9	-4	-0.4	-14	-10	-4	-0.4
Cc1ccc(N/C(N)=N/c2nc(CSc3nnc(N)s3)cc(=O)[nH]2)cc1	4	24	-7	-3	-1.4	14	6	2	-3.2
CCOC(=O)c1c(NC(=O)COC(=O)c2cc(OC)c(OC)cc2[N+](=O)[O-])sc(C)c1CC	9	-4	-1	2	-2.1	2	-4	-1	-2.5

Remaining list, next part.
compound	IDE act	CRFR2-BP antag	pCIP destab	IDE cell inh	IMP-1 inhibitor	NS3 helicase inh	SUMO HTRF inh	GalR3 antag	VIM-2 inh
COc1ccc(-n2cc(CNCCc3ncc(C)[nH]3)c(-c3ccccc3Cl)n2)cc1	.	4	-14	0	-1.3	-62	-17	-1	0.2
COc1ccc(OC)c(/C=N/NC(=O)c2cc[n+](CC(=O)c3ccccc3)cc2)c1	4	-1	-5	4	-4.6	3	13	-2	-2.4
CCCn1c(SCC(=O)NC2CCCCC2)nnc1-c1cccnc1	1	6	-12	5	-2.8	3	-6	-8	-1.0
CCOC(=O)c1ccc(N=NN(C)C)cc1	1	3	3	0	-3.2	-8	13	-4	-2.7
O=C(Nc1cccn(Cc2c(Cl)cccc2Cl)c1=O)c1ccc(Cl)cc1	3	-7	-1	-4	-0.5	1	13	-1	-5.1
COc1ccc2c(C)cc(SCC(=O)Nc3ncc(Cl)cc3Cl)nc2c1	7	-22	-10	5	-5.2	6	14	1	-6.1
NC(=O)C1CCN(C(=O)/C=C/c2cc(Br)ccc2F)CC1	7	17	-9	-1	-4.5	-18	4	-1	-3.0
CC(C)NC(=O)c1onc(CSc2ccccc2)c1C(=O)O	-3	-1	-10	-3	-2.4	6	-15	-3	-4.0
CCn1ccnc1CN(C)Cc1nc(-c2ccc3c(c2)OCO3)no1	10	-13	-1	9	-4.6	-2	28	0	-5.5
CC(NC(=S)NCCCN1CCOCC1)C12CC3CC(CC(C3)C1)C2 (stereo unspecified)	5	-7	5	1	-3.9	-28	-6	-4	-3.6

Screening results (PubChem BioAssay)
